# Bioassay records (PubChem BioAssay)
# Pf apPOL inh = Pf-apPOL inhibitors, biochemical, fluorescence; inhibition, % at 10 µM; Recombinant Pf-apPOL, molecular beacon fluorescence, 1.5 h; 210,000 compounds, 0.25% hits; Plasmodium falciparum apicoplast DNA polymerase (apPOL)
# mHTT CaM bind = mutant huntingtin-calmodulin interaction inhibitors – biochemical, AlphaScreen, primary screen | P42858 | 190,000 compounds, 3.6% hits | AID 1671202, 2021 | AlphaScreen His-mHTT/GST-CaM binding, luminescence | inhibition, % at 15 µM;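 also: 0% = both proteins with DMSO and 100% = one protein alone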
# Numbers without * were called inactive; i = inactive; . = not tested or not shown; & = joins results of further samples. Rule as the data show it: active = inhibition above about 50%; inactive = the rest. Some of the compounds tested. The share of hits here may be higher or lower than overall.
Compound | Pf apPOL inh | mHTT CaM bind
Cc1ccccc1N1C(=O)NC(=O)/C(=C\c2cc(Br)c(N3CCOCC3)o2)C1=O | -2.2 | 8.0
N#CC1=C(N)Oc2c(c(=O)oc3ccccc23)C1CCc1ccccc1 (configuration not stated) | 25.9 | -3.4
N#CC1=C(N)C(C#N)(C#N)C(c2ccccc2C(F)(F)F)C2CSCC=C12 (configuration not stated) | -2.9 | 55.0*
Fc1ccc2c(c1)[C@@H]1C=CC[C@@H]1[C@H](c1cccnc1)N2 | . | 16.7
O=C(NC(=O)C(Cl)(Cl)Cl)NC1CCCC1 | 3.3 | -8.1
COc1ccc(NC(=O)c2nc(C)n(C3CCN(C)CC3)c2C)cc1OC | 7.0 | 15.1
COc1ccccc1CCNCc1ccc2c(c1)OCO2 | -10.1 | 1.0
CCC12CN3CC(CC)(CN(C1)C3c1cccnc1)C2=O (configuration not stated) | -7.7 | -1.0
COc1ccc2c(c1)C1(CCN(C(=O)Cc3ccccc3C)C1)C(=O)N2 (configuration not stated) | -1.0 | 6.8
Cc1ccc(Sc2cc(C(=O)N3CCC4(CC3)OCCO4)c3ccccc3n2)cc1 | -3.1 | 16.0
CCN(CC)c1ncnc2sc3c(c12)CCC(C#N)(c1ccccc1)C3 (configuration not stated) | -14.5 | 6.0
O=c1c2ccccc2nc(/C=C/c2ccc(Br)cc2)n1-c1ccccn1 | -24.6 | -0.6
N/C(=N\[N+](=O)[O-])Nc1ccc(NC(=O)c2ccccn2)cc1 | -5.6 | i
Cn1cc(C(=O)Nc2ccc(C(F)(F)F)cc2)c2cccnc21 | -7.0 | -2.1
O=C(Cc1ccccc1)N1CCN(CC2CC3C=CC2C3)CC1 (configuration not stated) | -5.1 | 5.5
O=C(C=Cc1ccccc1)N1CC2CC(C1)c1cccc(=O)n1C2 (configuration not stated) | -5.3 | -6.3
Cc1ccc(C)c(N2CCN(Cc3cc(Br)ccc3O)CC2)c1 | -6.6 | -25.3
CCOC(=O)C(C)Oc1cc(C)cc2oc(=O)c3c(c12)CCCC3 (configuration not stated) | 6.2 | -7.7
Brc1ccc2nc(N3CCNCC3)sc2c1 | -11.1 | -14.4
CCOC(=O)[C@]12Cc3c(cc(OC)c(OC)c3OC)[C@H]1N(CCC(=O)OC)C(=O)c1ccccc12 | -7.3 | -5.7
O=C1CCCN1CC#CCN1CCCC1 | -5.8 | .
COc1ccc2c(c1)C1(CCN(C(=O)C3CCCC3)C1)C(=O)N2C (configuration not stated) | -2.2 | 1.7
CCC(=O)N1CCC2(C1)C(=O)N(C)c1ccc(OC)cc12 (configuration not stated) | -9.9 | -5.6
CN(C)C(=O)Oc1ccc2c(=O)c(-c3ccc(Br)cc3)coc2c1 | -11.2 | -1.2
CCOc1ccc(Cl)cc1/C=C/[N+](=O)[O-] | 0.4 | 9.9
CC(C)CC(NP(=O)(O)O[C@@H]1O[C@@H](C)[C@H](O)[C@@H](O)[C@H]1O)C(=O)NC(Cc1c[nH]c2ccccc12)C(=O)O (some centres not stated) | 20.3 | .
O=C1NC(=O)C(=Cc2ccc(O)c(O)c2)C(=O)N1 | 23.8 | .
Nc1ccc2c(c1)Cc1ccccc1-2 | . | 14.3
C[C@]12N[C@H](Cc3ccccc31)c1ccccc12 | 15.2 | .
CCC(CC)n1[nH]c(=O)c2c1NC(=O)CSC2c1ccc(OC(C)C)cc1 (configuration not stated) | -0.6 | -4.4
CCN1CCN(Cc2ccccc2O)CC1 | -7.6 | -6.9
Cc1nn(C)cc1CN1CCNCC1 | . | -0.4
Cn1cc(C2=CCN(CC(=O)NCCC3=CCCCC3)CC2)cn1 | -6.4 | 47.5
COCCNC(=O)Cn1cc(/C=C2\C(=O)NC(=O)N(c3ccccc3F)C2=O)c2ccccc21 | -9.4 | 46.0
CC(C)N1CCN(Cc2cccn2C)CC1 | -0.3 | 20.8
Cc1cc(N2C(=O)C3CCCN3C2c2cccc(Br)c2)no1 (configuration not stated) | -3.5 | -5.8
CCOC(=O)[C@]12Cc3cc(C)ccc3[C@H]1N(C1CCCCC1)C(=O)c1ccccc12 | -3.4 | -4.5
CCCCN1C(=O)NC(=O)/C(=C\c2cn(Cc3ccccc3)c3ccccc23)C1=O | -4.3 | 9.0
O=C(Cc1ccsc1)N1CCCN(C2CCN(Cc3ccc(F)cc3)C2=O)CC1 (configuration not stated) | 0.8 | 39.2
CNC(C)c1ccc2c(c1)OCCO2 (configuration not stated) | -37.9 | -1.5

# A second format for four compounds above:
SMILES: Nc1ccc2c(c1)Cc1ccccc1-2
  Pf apPOL inh = .; mHTT CaM bind = 14.3
SMILES: Cc1nn(C)cc1CN1CCNCC1
  Pf apPOL inh = .; mHTT CaM bind = -0.4
SMILES: O=C(Cc1ccsc1)N1CCCN(C2CCN(Cc3ccc(F)cc3)C2=O)CC1 (configuration not stated)
  Pf apPOL inh = 0.8; mHTT CaM bind = 39.2
SMILES: Cc1cc(N2C(=O)C3CCCN3C2c2cccc(Br)c2)no1 (configuration not stated)
  Pf apPOL inh = -3.5; mHTT CaM bind = -5.8

# New compounds follow:
Compound | Pf apPOL inh | mHTT CaM bind
Cc1cc(OCc2ccccc2F)c2c3c(c(=O)oc2c1)CCCC3 | 2.5 | -1.3
Cc1ccc(C)c(Cn2cccc(C(=O)Nc3ccccc3C#N)c2=O)c1 | -2.9 | -14.2
COc1ccc(C=C2Oc3cc(OC(=O)N(C)C)cc(C)c3C2=O)cc1OC | -5.7 | 1.2
COc1cccc(CN2CCN(c3cccc(C)c3C)CC2)c1 | -8.6 | -13.2
COc1ccc2c(c1)C1(CCN(S(=O)(=O)c3ccccc3F)C1)C(=O)N2 (configuration not stated) | -11.9 | 4.8
Nc1ccc(Oc2ccc(N)cc2)cc1 | -6.6 | 23.6
CC(N)Cc1c[nH]c2ccc(OCc3cccs3)cc12 (configuration not stated) | 3.9 | .
CCOc1ccccc1N1CCN(Cc2cc(F)ccc2F)CC1 | -2.2 | -8.3
COc1ccc2c(c1)C1(CCN(C(=O)CC(C)(C)C)C1)C(=O)N2C (configuration not stated) | -4.6 | -3.8
CCS(CC)=C1C(=O)NC(=O)N(Cc2ccc(F)cc2)C1=O | -2.5 | -2.3
COCc1cc(C2SCC(=O)Nc3c2c(-c2ccccc2)nn3-c2ccccc2)ccc1OC (configuration not stated) | 1.8 | 38.0
COc1cccc(N2CCN(Cc3ccccc3OC)CC2)c1 | -1.5 | 10.2
CCC1=CC2CN3CCc4c([nH]c5ccccc45)C(C(=O)OC)(C2)C13 (configuration not stated) | -5.5 | .
CCOC(=O)c1ccc(-c2ccc(OC(=O)N(C)Cc3cccc(-c4ccncc4)c3)cc2)cc1 | 11.9 | .
CN(C)/C=C/c1c(C=O)c2cc([N+](=O)[O-])ccc2n1Cc1ccccc1 | -56.5 | 100.3*
Cc1cc(-c2[nH]nc3c2C(c2ccc(F)cc2)C(C#N)=C(N)O3)c(C)s1 (configuration not stated) | -0.9 | 18.0
CNC1(c2nnnn2-c2ccc(Cl)cc2)CCCCC1 | -1.2 | -2.0
CCn1cc(C(=O)NCc2ccccc2)c2cccnc21 | -16.9 | -3.5
COc1ccc(Br)cc1CN1CCN(c2ccccc2C)CC1 | 0.5 | 3.4
COc1cc2c(cc1OC)C(C(=O)N1CCC3(CC1)OCCO3)C(c1cccs1)N(C)C2=O (configuration not stated) | -2.4 | -7.0

# One compound at a time, from the list above. Order of values: Pf apPOL inh, mHTT CaM bind
# COc1ccc(C=C2Oc3cc(OC(=O)N(C)C)cc(C)c3C2=O)cc1OC reads -5.7, 1.2
# Cc1cc(-c2[nH]nc3c2C(c2ccc(F)cc2)C(C#N)=C(N)O3)c(C)s1 (configuration not stated) reads -0.9, 18.0
# COc1ccc(Br)cc1CN1CCN(c2ccccc2C)CC1 reads 0.5, 3.4
# COc1cccc(CN2CCN(c3cccc(C)c3C)CC2)c1 reads -8.6, -13.2

# Next section.
Compound | Pf apPOL inh | mHTT CaM bind
O=c1cccc2n1CC1CC2CN(Cc2c(F)cccc2Cl)C1 (configuration not stated) | -1.6 | 3.2
CN1C(=O)N(C)C(=O)C(CCc2ccncc2)(Cc2cccs2)C1=O | 0.6 | -2.6
CC12CCC3C(CC=C4CC(O)CCC43C)C1CC(=Cc1cccc(F)c1)C2=O (configuration not stated) | -5.7 | -6.2
Cc1c(Cl)cccc1NC(=O)CN1C(=O)C(C)N=C(c2ccccc2)c2ccccc21 (configuration not stated) | -26.8 | 12.0
c1ccc(-c2cnc[nH]2)cc1 | 0.4&-6.8 | .
Cc1ccc(C)c(N2CCN(Cc3ccccc3C)CC2)c1 | 1.2 | -36.3
O=C1CN=C(c2ccccc2)c2oc3ccc(Br)cc3c2N1 | -3.2 | 10.0
CC(=O)N1N=C2C3CCN(CC3)C2C1c1cccc2ccccc12 (configuration not stated) | 2.1 | -8.7
COc1ccccc1CCNCc1ccc(F)c(F)c1 | -1.2 | -11.6
O=c1c2ccccc2nc(/C=C/c2ccc([N+](=O)[O-])cc2)n1-c1cccc(O)c1 | -7.4 | 24.2
Nc1c2c(nc3ccccc13)CCCCC2 | -1.3 | -4.7
O=C1CC(=O)N(c2ccc(I)cc2)C(=O)N1 | -6.7 | 0.4
Cc1nc2ccccc2c(=O)n1-c1ccc([N+](=O)[O-])cc1Br | -1.8 | 0.2
CCC12CN3CC(CC)(CN(C1)C3c1ccccn1)C2O (configuration not stated) | -14.4 | 100.0*
CCOc1cc(/C=C/[N+](=O)[O-])ccc1OCc1ccc(F)cc1 | 0.2 | 16.6
CCN1CCN(Cc2ccc(Br)s2)CC1 | -2.9 | -2.0
CC1(C)C(C(=O)NCc2ccco2)C1(C)C | -3.2 | -2.0
Fc1ccc(F)c(CN2CCN(c3ccccc3F)CC2)c1 | -0.3 | -18.5
COc1ccccc1-n1c(-c2cccs2)nc2ccccc2c1=O | -7.0 | 6.0
Cc1nc(C)c(C(=O)NCC#CCN2CCCC2)s1 | 1.7 | -8.9
CC(=O)Nc1cc(C(=O)N2CCC3(CC2)OCCO3)ccc1Sc1ccc(F)cc1 | -15.4 | 2.0
COc1ccccc1N1CCN(Cc2cccc(OC)c2O)CC1 | -3.8 | 10.4
CCOc1ccc(C=C2Oc3cc(OC(=O)N(C)C)ccc3C2=O)cc1 | 7.9 | -4.5
CCOc1ccccc1N1CCN(Cc2ccc(F)cc2F)CC1 | -0.2 | -2.4
CCCN(CCC)[C@@H]1CCc2cccc(O)c2C1 | -1.9 | .
CCCCn1c(=O)c(C(=O)Nc2ccc(O)cc2)c(O)c2ccccc21 | -0.5 | 43.0
COc1ccc(CCN(C)Cc2ccc(C)o2)cc1OC | 1.7 | 3.6
O=[N+]([O-])c1ccc(NCc2ccco2)c2nonc12 | 3.2 | .
CCOC(=O)C1C2NC(=S)N(CCc3ccc(OC)c(OC)c3)C1(C)Oc1c(OC)cccc12 (configuration not stated) | -6.0 | 46.2
CCN(CC)c1ccc(C2C(C#N)=C(N)Oc3n[nH]c(COC)c32)cc1 (configuration not stated) | -4.5 | 20.0
CS(=O)(=O)c1nc2ccccc2c(=O)n1-c1ccccc1 | -1.4 | -7.4
CN1C(=O)C(=Cc2cccn2-c2ccc([N+](=O)[O-])cc2)C(=O)N(C)C1=O | -42.9 | 0.0
CN1CCN(c2ccc([N+](=O)[O-])c(N3CCN(C)CC3)c2Cl)CC1 | -4.0 | -2.0
COC(=O)CN1C(=O)C2(C(C(=O)OC)=C(N)Oc3c2oc(CO)cc3=O)c2ccccc21 (configuration not stated) | -3.5 | -2.4
O=C(COc1ccccc1)N1CCN(Cc2ccccc2F)CC1 | 1.7 | 1.7
c1ccc(Oc2ccc3[nH]cc(CCN4CC4)c3c2)cc1 | . | 71.9*
CCOC(=O)[C@]12Cc3cc(OC)ccc3[C@H]1N(C)C(=O)c1ccccc12 | -3.4 | 5.7
CN1C(=O)CCS(=O)(=O)C1c1ccc(Cl)cc1 (configuration not stated) | 0.5 | .
C=CC12CN(C)C3C4COC(CC41)C1(C(=O)Nc4ccccc41)C32 (configuration not stated) | -10.8 | .
CC1N=C(c2ccccc2)c2ccccc2N(CC(=O)Nc2cccc(Cl)c2)C1=O (configuration not stated) | -11.2 | 22.0
C[n+]1noc(NC(=O)C(F)(F)F)c1-c1ccccc1 | 2.6 | -6.0
CCc1c(C(=O)O)nnn1Cc1c(F)cccc1Cl | -2.7 | 8.1
COc1ccccc1N1CCN(Cc2ccc(F)c(F)c2)CC1 | -12.5 | -3.8
CCOC(=O)C(=O)N1CC2CC(C1)c1cccc(=O)n1C2 (configuration not stated) | 11.4 | 2.0
COC(C)C(O)(C(=O)OCC1=CCN2CC[C@H](O)[C@@H]12)C(C)C (some centres not stated) | . | -2.9
NC(Cc1ccccc1)Cc1ccccc1 | -7.6&-4.4 | -2.5&8.5
O=c1c2ccccc2nc(C[n+]2ccccc2)n1-c1ccccc1 | 4.6 | -6.0
Cc1ccccc1N1CCN(Cc2cccc(Cl)c2)CC1 | 0.0 | -22.5
OCC1CCCN2CCCCC12 (configuration not stated) | . | -9.5
COc1cccc(-n2nc(C(=O)N3CCC4(CC3)OCCO4)c3ccccc3c2=O)c1 | -0.9 | 1.0
Nc1cc(N2CCNCC2)ccc1[N+](=O)[O-] | -1.3 | -3.2
Cc1cc(C)c2c(CN3CC4CC(C3)c3cccc(=O)n3C4)cc(=O)oc2c1 (configuration not stated) | -4.9 | -3.0
O=c1c2ccccc2nc(/C=C/c2cccnc2)n1-c1ccc([N+](=O)[O-])cc1 | -5.4 | 3.2
COc1ccc(OC(NC(=O)Cc2ccccc2)C(Cl)(Cl)Cl)cc1 (configuration not stated) | -0.5 | -15.0
CN(C)C(=O)C(c1ccccc1)c1ccccc1 | -7.3 | -10.3

# Given with two lines to a compound: part of the list above
# Each structure is followed by: Pf apPOL inh	mHTT CaM bind
> Nc1cc(N2CCNCC2)ccc1[N+](=O)[O-]
    -1.3	-3.2
> Cc1cc(C)c2c(CN3CC4CC(C3)c3cccc(=O)n3C4)cc(=O)oc2c1 (configuration not stated)
    -4.9	-3.0
